SENP8 block-1 = inhibitors of human SENP8 protease; recombinant SENP8, Nedd8 substrate fluorescence; inhibition, % at 20 µM; hit rate 0.64% among 360,000; AID 602440; in the data active means inhibition mostly above about 40%, no sharp cut-off; inactive means mostly below about 27%
SENP1 FRET inh = inhibitors of human SENP1 SUMO protease catalytic domain; Q9P0U3; recombinant SENP1 catalytic domain, CyPet-SUMO1-YPet FRET cleavage; inhibition, % at 10 µM; hit rate 0.21% among 360,000; AID 624204;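 active means inhibition at least 30% at 10 µM, raw YFP signal under a set limit, fluorescence ratio 0.5 to 1.5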;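 further: 0% = enzyme with DMSO and 100% = no enzyme wells; some results filed as inactive read as strong as hits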
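Assay system – human recombinant His6-tagged SENP1 catalytic domain enzyme · Input – SENP1 enzyme, 20 pM final · Buffer or medium – Tris pH 8 buffer plus EDTA, NaCl, BME, BSA, NP40, catalase · Schedule – 50 min reaction at room temperature · Technique – FRET read of cyan and yellow fluorescence · Control set – no-enzyme wells low, DMSO-plus-enzyme wells high control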
SENP8 block-2 = blocks the human protease SENP8; Q96LD8; purified SENP8, Z-RLRGG-aminoluciferin cleavage, luminescence; inhibition, % at 10 µM; hit rate 1.2% among 330,000; AID 2540; in the data active means inhibition above about 50%
Apaf1 inhib = inhibitors of human Apaf-1 apoptosome; O14727; reconstituted apoptosome caspase-3 activity, DEVD-Rh110 fluorescence; inhibition, % at 20 µM; hit rate 0.71% among 330,000; AID 489030; active means inhibition of at least 40% at 20 µM;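 further: plate controls were DMSO wells for no effect and DEVD-CHO caspase inhibitor wells for full effect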
Target sequence (O14727 whole entry, looked up): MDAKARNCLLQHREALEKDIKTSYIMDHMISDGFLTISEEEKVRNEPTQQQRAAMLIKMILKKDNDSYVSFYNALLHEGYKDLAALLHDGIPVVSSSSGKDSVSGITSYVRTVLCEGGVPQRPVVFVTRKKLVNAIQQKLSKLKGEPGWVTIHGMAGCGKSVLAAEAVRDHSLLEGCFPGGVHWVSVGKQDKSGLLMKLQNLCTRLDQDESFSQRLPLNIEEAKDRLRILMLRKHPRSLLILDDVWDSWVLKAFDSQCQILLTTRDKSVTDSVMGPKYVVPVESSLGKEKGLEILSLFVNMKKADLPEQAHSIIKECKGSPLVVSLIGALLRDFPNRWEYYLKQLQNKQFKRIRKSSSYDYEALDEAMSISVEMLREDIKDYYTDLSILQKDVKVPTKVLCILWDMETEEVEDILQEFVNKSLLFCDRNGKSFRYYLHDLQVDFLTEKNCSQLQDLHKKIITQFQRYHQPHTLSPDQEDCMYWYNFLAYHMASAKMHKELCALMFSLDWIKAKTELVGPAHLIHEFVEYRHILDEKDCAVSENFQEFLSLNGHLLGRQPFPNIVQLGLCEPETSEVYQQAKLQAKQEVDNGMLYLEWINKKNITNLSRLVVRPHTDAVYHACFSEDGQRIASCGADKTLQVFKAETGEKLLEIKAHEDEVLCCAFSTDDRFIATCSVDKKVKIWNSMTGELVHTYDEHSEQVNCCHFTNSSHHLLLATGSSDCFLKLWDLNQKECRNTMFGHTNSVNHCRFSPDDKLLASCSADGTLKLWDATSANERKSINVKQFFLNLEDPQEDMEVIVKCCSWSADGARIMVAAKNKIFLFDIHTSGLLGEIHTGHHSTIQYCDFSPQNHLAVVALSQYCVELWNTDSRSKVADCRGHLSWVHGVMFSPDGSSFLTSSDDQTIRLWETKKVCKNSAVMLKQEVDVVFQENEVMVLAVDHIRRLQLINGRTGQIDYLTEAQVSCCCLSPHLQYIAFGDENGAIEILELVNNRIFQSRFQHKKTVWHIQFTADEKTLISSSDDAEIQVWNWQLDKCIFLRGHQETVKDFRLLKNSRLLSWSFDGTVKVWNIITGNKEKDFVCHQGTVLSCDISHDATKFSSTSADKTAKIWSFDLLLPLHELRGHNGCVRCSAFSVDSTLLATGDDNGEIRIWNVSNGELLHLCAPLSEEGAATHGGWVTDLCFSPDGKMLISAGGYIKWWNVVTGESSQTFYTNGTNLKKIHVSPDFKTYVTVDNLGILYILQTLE
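Material: cell-free apoptosome with Apaf-1, procaspase-3 and caspase-9; Buffer or medium: Hepes pH 7.5 with detergent and BSA; Reagent: cytochrome c trigger plus (Z-DEVD)2-Rh110 caspase-3 substrate; Times: compound with Apaf-1, dATP, procaspase-3 30 min, then 50 min reaction, room temperature; Technique: Rh110 fluorescence intensity.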
NLRP3 yeast inh = blocks the NALP3 inflammasome reconstituted in yeast. Yeast reconstituted NLRP3/ASC/caspase-1, beta-gal luminescence, 24 h. inhibition, % at 10 µM. hit rate 0.39% among 330,000;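 active means inhibition of 50% or more; inactive means inhibition below 50%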;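 further: plate controls were induced DMSO wells for no effect and uninduced yeast grown without galactose for full effect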
SENP6 block = SENP6 protease inhibition | inhibition, % at 10 µM | Q9GZR1 | AID 2599 | Recombinant SENP6 catalytic domain, aminoluciferin luminescence | hit rate 1.8% among 330,000;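 active means inhibition above about 50% at the single tested dose, limit read from the data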;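 further: plate controls were DMSO wells with enzyme for no effect and DMSO wells lacking enzyme for full effect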
SENP7 block = blocks the human protease SENP7. recombinant SENP7, Z-RLRGG-aminoluciferin luminescence, 40 min. inhibition, % at 5 µM. hit rate 1.5% among 330,000;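 active means inhibition above about 50% at the single test dose, limit read from the data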;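 further: plate controls were DMSO with enzyme for no effect and no enzyme buffer wells for full effect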
PfGluPho inh = PfG6PD (Plasmodium falciparum) enzyme inhibition; PfGluPho enzyme, NADPH resazurin-diaphorase fluorescence; inhibition, % at 20 µM; hit rate 0.78% among 350,000; AID 504690;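 active means inhibition reaching at least a set limit at 20 µM in the primary screen, cut at about 59% in these data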;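 further: 0% = DMSO wells with substrate and 100% = DMSO wells lacking glucose-6-phosphate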
HKDC1 inh = HKDC1 (human) hexokinase inhibition | Q2TB90 | recombinant HKDC1, G6PDH/diaphorase resazurin coupled fluorescence | inhibition, % at 20 µM | hit rate 0.16% among 340,000 | AID 493160;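 active means inhibition above about 35% when tested at 20 µM, limit read from the data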;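 further: plate controls were DMSO wells with enzyme for no effect and DMSO wells lacking enzyme for full effect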
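Test system: recombinant HKDC1 (HK5) hexokinase enzyme, produced in-house; Amount: enzyme 5 µg/mL final; Buffer or medium: Tris pH 8.0 buffer with MgCl2, Tween-20, BSA, BME; Reagent: glucose and ATP substrates; Doses: 20 µM test compound, 1% DMSO; Incubation: 90 min reaction incubation at room temperature, dark; Detection: resorufin fluorescence at 613 nm.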
An asterisk follows results filed as active; . = not tested or not shown; & = joins results of further samples. Not all compounds are listed; rates above refer to the full screens.

SMILES	SENP8 block-1	SENP1 FRET inh	SENP8 block-2	Apaf1 inhib	NLRP3 yeast inh	SENP6 block	SENP7 block	PfGluPho inh	HKDC1 inh
CN(C)CCC[C@@]1(c2ccc(F)cc2)OCc2cc(C#N)ccc21	6	1	-6	-14	8	4	5	2	-10
COc1cc(C)nc(-n2nc(C)cc2OC)n1	11	3	2	-15	24	-2	1	-10	0
CC(=O)O[C@@]12CO[C@@H]1C[C@H](O)[C@@]1(C)C(=O)[C@H](O)C3=C(C)[C@@H](OC(=O)[C@H](O)[C@@H](NC(=O)OC(C)(C)C)c4ccccc4)C[C@](O)([C@@H](OC(=O)c4ccccc4)[C@H]21)C3(C)C	.	.	12	3	8	-4	-6	.	.
O=C(c1ccccc1)c1ccc2n1CCC2C(=O)O (centres undefined)	12	2	-9	-1	8	-6	-14	-17	-5
C[C@]12CC[C@H]3C(=CCc4cc(O)ccc43)[C@@H]1CCC2=O	-8	-2	1	-1	30	-1	2	11	11
CCOC(=O)Nc1ccc2c(c1)N(C(=O)CCN1CCOCC1)c1ccccc1S2	11&9	-1&2	-5&6	6&-6	14&21	-9&-12	-8&2	-12&12	-2&-4
O=C1c2ccccc2C(=O)c2c(O)c(O)cc(O)c21	18	6	10	15	45	14	6	14	15
O=C1c2c(O)cccc2C(C2OC(CO)[C@@H](O)[C@H](O)[C@H]2O)c2cc(CO)cc(O)c21 (some centres undefined)	10	10	0	5	13	-10	11	-1	-3
CC(=O)OCC(=O)C1(O)CCC2C3CCC4=CC(=O)C=CC4(C)C3(F)C(O)CC21C (centres undefined)	4	3	.	.	.	.	.	0	-2
COc1cc(NC(=O)c2cc(C3CC3)on2)c(OC)cc1Cl	-1	1	-7	9	3	-13	0	14	0
CCCc1cc(C(N)=S)ccn1	10	-1	10	-10	19	4	8	18	-3
O=C(NCCN1CCOCC1)c1ccc(Cl)cc1	2	1	-5	5	3	-20	-6	-1	-1
C[C@H]1c2cccc(O)c2C(O)=C2C(=O)[C@]3(O)C(O)=C(C(N)=O)C(=O)[C@@H](N(C)C)[C@@H]3[C@@H](O)[C@@H]21	-3	8	-10	17	19	3	-6	17	9
COc1cc2c(c(OC)c1OC)-c1c(cc(OC)c(OC)c1OC)C[C@H](C)[C@H](C)C2	14	2	-5	20	5	-5	6	12	0
Cc1oncc1C(=O)Nc1ccc(C(F)(F)F)cc1	-2	1	68*	0	13	78*	76*	3	2
COc1ccccc1OC(=O)Oc1ccccc1OC	9	5	.	.	.	.	.	-4	-4
C/C=C(/C)C(=O)O[C@@H]1c2cc3c(c4c2[C@@]2(CO4)C(=O)C(OC)=C(OC)C=C2C[C@@H](C)[C@H]1C)OCO3	14	2	-5	5	3	0	-7	-6	2
CC(C)(C(=O)c1cccnc1)c1cccnc1	1	1	-1	-2	11	4	7	-2	-5
O=c1c(O[C@@H]2O[C@H](CO)C(O)C2O)c(-c2ccc(O)c(O)c2)oc2cc(O)cc(O)c12 (some centres undefined)	35	12	-6	-3	25	-5	3	-18	0
CN1CCN(CCCN2c3ccccc3Sc3ccc(S(=O)(=O)N(C)C)cc32)CC1	-123	-5	8	32	8	5	13	1	-4
C[C@H]1c2cccc(O)c2C(O)=C2C(=O)C3(O)C(O)=C(C(N)=O)C(=O)[C@@H](N(C)C)[C@@H]3[C@@H](O)[C@@H]21 (some centres undefined)	1	7	3	-5	16	-2	10	20	8
COc1ccc(Sc2ccc(NC(=O)c3ccccc3Cl)cc2C#N)cc1	-20	0	-2	2	4	18	-4	24	-3
CCOc1ccc(NC(=S)N2CCC(C(O)(c3ccccc3)c3ccccc3)CC2)cc1	9	1	4	15	12	-8	5	1	-8
C#C[C@]1(O)CC[C@H]2[C@@H]3CCC4=CC(=O)CC[C@@H]4[C@H]3CC[C@@]21CC	-1&6	0&-2	5	4	41	0	1	3&-3	-3&-4

3 entries already listed, arranged by the value under PfGluPho inh, highest first.
mol | PfGluPho inh
Cc1oncc1C(=O)Nc1ccc(C(F)(F)F)cc1 | 3
CC(C)(C(=O)c1cccnc1)c1cccnc1 | -2
COc1ccccc1OC(=O)Oc1ccccc1OC | -4

Next part:
SMILES	SENP8 block-1	SENP1 FRET inh	SENP8 block-2	Apaf1 inhib	NLRP3 yeast inh	SENP6 block	SENP7 block	PfGluPho inh	HKDC1 inh
CC1CCc2c(N3CCC(O)CC3)c(F)cc3c(=O)c(C(=O)O)cn1c23 (centres undefined)	-158	-1	7	-5	2	-16	0	-8	-7
OCC(O)CN1CCN(c2ccccc2)CC1 (centres undefined)	8	-2	5	-12	20	-10	0	7	-3
CN(C)CCOC(=O)C(c1ccccc1)C1(O)CCCC1 (centres undefined)	13	-2	1	-7	13	0	4	-11	-3
COc1cc(C(=O)NCCCCCC(=O)O)cc(OC)c1OC	0	4	2	-10	-2	-1	8	-18	-8
CN1CCN(c2c(F)cc3c(=O)c(C(=O)O)cn4c3c2SCC4)CC1	-473	-3	-1	-2	12	-10	-7	7	-3
CCN(CC)CCOC(=O)C(c1ccccc1)c1ccccc1	17	3	-6	-3	15	-4	-6	12	-8
CC1(C)Oc2ccc(C#N)cc2[C@@H](N2CCCC2=O)[C@@H]1O	14	1	4	-14	-3	1	3	7	-2
COc1c(O)cc2c(c1O)[C@@H]1O[C@H](CO)[C@@H](O)[C@H](O)[C@H]1OC2=O	13	1	8	-4	16	-19	4	-8	-2
O=C(O)CCCCCCCC(=O)O	12	1	5	-8	5	7	1	1	-4
Nc1cc(=O)[nH]c(N)n1	0	0	3	-7	16	-10	17	13	-11
CCC12CCCN3CCc4c(n(c5ccccc45)C(O)(C(=O)OC)C1)C32 (centres undefined)	-67	-19	8	41*	9	28	8	28	6
CC(=O)N(CC(O)CO)c1c(I)c(C(=O)NCC(O)CO)c(I)c(C(=O)NCC(O)CO)c1I (centres undefined)	-2	0	-10	-4	8	-12	-11	2	-2

An excerpt from above in order of molecular weight, descending:
SMILES	SENP8 block-1	SENP1 FRET inh	SENP8 block-2	Apaf1 inhib	NLRP3 yeast inh	SENP6 block	SENP7 block	PfGluPho inh	HKDC1 inh
CC(=O)N(CC(O)CO)c1c(I)c(C(=O)NCC(O)CO)c(I)c(C(=O)NCC(O)CO)c1I (centres undefined)	-2	0	-10	-4	8	-12	-11	2	-2
CCOc1ccc(NC(=S)N2CCC(C(O)(c3ccccc3)c3ccccc3)CC2)cc1	9	1	4	15	12	-8	5	1	-8
C[C@H]1c2cccc(O)c2C(O)=C2C(=O)C3(O)C(O)=C(C(N)=O)C(=O)[C@@H](N(C)C)[C@@H]3[C@@H](O)[C@@H]21 (some centres undefined)	1	7	3	-5	16	-2	10	20	8
O=c1c(O[C@@H]2O[C@H](CO)C(O)C2O)c(-c2ccc(O)c(O)c2)oc2cc(O)cc(O)c12 (some centres undefined)	35	12	-6	-3	25	-5	3	-18	0
CN1CCN(c2c(F)cc3c(=O)c(C(=O)O)cn4c3c2SCC4)CC1	-473	-3	-1	-2	12	-10	-7	7	-3
CC1CCc2c(N3CCC(O)CC3)c(F)cc3c(=O)c(C(=O)O)cn1c23 (centres undefined)	-158	-1	7	-5	2	-16	0	-8	-7
CCC12CCCN3CCc4c(n(c5ccccc45)C(O)(C(=O)OC)C1)C32 (centres undefined)	-67	-19	8	41*	9	28	8	28	6
COc1c(O)cc2c(c1O)[C@@H]1O[C@H](CO)[C@@H](O)[C@H](O)[C@H]1OC2=O	13	1	8	-4	16	-19	4	-8	-2
COc1cc(C(=O)NCCCCCC(=O)O)cc(OC)c1OC	0	4	2	-10	-2	-1	8	-18	-8
C#C[C@]1(O)CC[C@H]2[C@@H]3CCC4=CC(=O)CC[C@@H]4[C@H]3CC[C@@]21CC	-1&6	0&-2	5	4	41	0	1	3&-3	-3&-4
CCN(CC)CCOC(=O)C(c1ccccc1)c1ccccc1	17	3	-6	-3	15	-4	-6	12	-8
CC1(C)Oc2ccc(C#N)cc2[C@@H](N2CCCC2=O)[C@@H]1O	14	1	4	-14	-3	1	3	7	-2
OCC(O)CN1CCN(c2ccccc2)CC1 (centres undefined)	8	-2	5	-12	20	-10	0	7	-3
CC(C)(C(=O)c1cccnc1)c1cccnc1	1	1	-1	-2	11	4	7	-2	-5
O=C(O)CCCCCCCC(=O)O	12	1	5	-8	5	7	1	1	-4
Nc1cc(=O)[nH]c(N)n1	0	0	3	-7	16	-10	17	13	-11

The list continues.
SMILES	SENP8 block-1	SENP1 FRET inh	SENP8 block-2	Apaf1 inhib	NLRP3 yeast inh	SENP6 block	SENP7 block	PfGluPho inh	HKDC1 inh
COc1ccc(S(=O)(=O)Nc2nnc(CC(C)C)s2)cc1	15	1	-1	-5	5	-9	8	-1	-4
CN=C(N)NC(=O)Nc1c(C)cccc1C	13	0	0	3	6	-7	6	5	-6
CC[C@]12CCCN3CCc4c(n(c5ccccc45)[C@@](O)(C(=O)OC)C1)[C@@H]32	37	0	9	-6	-1	-2	-2	3	-1
Cc1ccsc1/C=C/C1=NCCCN1C	2&5&3	0&1&1	-5&4	0&0	12&4	-3&13	-15&11	-4&3&-17	-7&-11&1
C[C@@H]1C[C@H]2[C@@H]3C[C@H](F)C4=CC(=O)C(Cl)=C[C@]4(C)[C@@]3(F)[C@@H](O)C[C@]2(C)[C@@]1(O)C(=O)CO	.	.	-10	17	12	-8	-3	.	.
CCC(Cc1c(I)cc(I)c(N)c1I)C(=O)O (centres undefined)	4	1	-3	9	15	5	2	-6	3
CCCCOC(=O)c1ccc(N)cc1	7	-1	-8	7	2	-8	-5	-5	-5
O=C1CCc2cc(OCCCCc3nnnn3C3CCCCC3)ccc2N1	6	0	5	-8	16	-14	-4	-12	-5
CN1CCC(=C2c3ccccc3CC(=O)c3sccc32)CC1	7&9&1	1&5&1	-16&1	4&-4	14&21	-10&-2	-14&0	3&-6&-8	3&0&5
Nc1ncnc(Nc2ccccc2)n1	4	0	-11	4	25	-20	-11	-13	0
CCCN(CCC)C(=O)C(CCC(=O)O)NC(=O)c1ccccc1 (centres undefined)	4	1	-1&11	3&-12	13&26	3&-6	6&1	-12	-1
CCN(CC)S(=O)(=O)c1ccc(C(=O)O)cc1	7	3	2	1	15	-8	-1	-5	-16
